# Screening results deposited in PubChem BioAssay by Sanford-Burnham Center for Chemical Genomics.
# APJ antagonist = antagonists of human apelin receptor APJ, primary screen, CHO-K1 cells, beta-arrestin complementation, luminescence. P35414. inhibition, % at 20 µM. 0.32% of 330,000 active;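 active = inhibition above about 40% at 20 µM, limit read from the data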;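 also: cells challenged with 10 nM apelin-13 agonist together with compound; plate controls were apelin-13 plus DMSO wells for no effect and DMSO wells lacking apelin-13 for full effect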
# tim23-1 inh = growth inhibitors of tim23-1 mutant yeast, primary screen, luminescence, uHTS. S. cerevisiae tim23-1 growth, BacTiter-Glo luminescence, 24 h. inhibition, % at 20 µM. 1.3% of 330,000 active. AID 463212, 2010;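 active = growth inhibition of the mutant yeast at or above 50%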;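 also: temperature-sensitive mutant grown at 25 °C; plate controls were DMSO-treated mutant yeast for no effect and medium wells lacking yeast for full effect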
# APJ ag = agonists of human apelin receptor APJ, primary screen, CHO-K1 cells, PathHunter beta-arrestin, luminescence; P35414; AID 2520, 2010; 0.11% of 330,000 active; activation, % at 20 µM; 0% DMSO wells, 100% apelin;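 active = activation more than six SD over the plate average, tested at 20 µM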;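 also: 0% = DMSO alone and 100% = apelin-13 at 10 nM; some results filed as inactive read as strong as hits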
#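 system = engineered CHO-K1 APJ arrestin reporter cells | input = 1000 cells per well | timing = overnight seeding, 90 min compound at 25 °C, 1 h detection | measured by = enzyme-fragment complementation luminescence | read-out = beta-arrestin recruitment to APJ as agonist activity, luminescent signal | control set = negative DMSO alone, positive Apelin-13 at 10 nM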
# 697 NFkB inh = inhibitors of PMA/ionomycin-induced NF-kB reporter, 697 cells, primary screen, B-cell NF-kB inhibitor project, cell-based, luminescence, uHTS. 697 B-cell NF-kB luciferase reporter, 16 h. AID 435022, 2010. 0.33% of 330,000 active. inhibition, % at 4 µM; in the data active = inhibition above about 35%
# UPR CHOP act = activators of apoptotic CHOP UPR arm, primary screen, cell-based, CHO-CHOP luciferase reporter, luminescence, uHTS | UPR activation; percent of tunicamycin response over DMSO baseline | activation, % at 10 µM | 0.34% of 330,000 active | AID 449763, 2010;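 active = at 10 µM dose, activation of 40% or more, normalized to positive control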;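 also: 100% = tunicamycin at 10 µg/mL and 0% = DMSO alone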
#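 Evaluation: % reporter activation, DMSO baseline versus tunicamycin full activation; System: CHO-CHOP luciferase reporter cell line; Input: 500 cells/well; Incubation: 6 h compound treatment, 37 °C; Measured by: Steady-Glo luciferase luminescence; Dosing: one dose, 10 µM in 0.5% DMSO; Buffer or medium: F12 medium, 10% FBS; Benchmarks: positive tunicamycin 10 µg/mL, negative DMSO alone.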
# Jurkat NFkB inh = inhibitors of induced NF-kB luciferase reporter, primary screen, TCR NF-kB activation inhibitor project, cell-based, luminescence, uHTS. Jurkat, PMA/ionomycin-induced NF-kB luciferase reporter. inhibition, % at 4 µM. 0.53% of 330,000 active; in the data active = inhibition above about 50%
# Mdm2-MdmX inh = inhibitors of human Mdm2-MdmX association, primary screen, cell-based, luminescence, split luciferase, SaOS-2, uHTS; AID 485346, 2010; 3% of 330,000 active; inhibition, % at 8 µM; SaOS-2 split-luciferase Mdm2/MdmX complementation; Protein Mdm4 (Homo sapiens) + E3 ubiquitin-protein ligase Mdm2 (Homo sapiens), …;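 active = inhibition of at least 50% at 8 µM in the primary screen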
# Target sequence (O15151 whole entry, looked up): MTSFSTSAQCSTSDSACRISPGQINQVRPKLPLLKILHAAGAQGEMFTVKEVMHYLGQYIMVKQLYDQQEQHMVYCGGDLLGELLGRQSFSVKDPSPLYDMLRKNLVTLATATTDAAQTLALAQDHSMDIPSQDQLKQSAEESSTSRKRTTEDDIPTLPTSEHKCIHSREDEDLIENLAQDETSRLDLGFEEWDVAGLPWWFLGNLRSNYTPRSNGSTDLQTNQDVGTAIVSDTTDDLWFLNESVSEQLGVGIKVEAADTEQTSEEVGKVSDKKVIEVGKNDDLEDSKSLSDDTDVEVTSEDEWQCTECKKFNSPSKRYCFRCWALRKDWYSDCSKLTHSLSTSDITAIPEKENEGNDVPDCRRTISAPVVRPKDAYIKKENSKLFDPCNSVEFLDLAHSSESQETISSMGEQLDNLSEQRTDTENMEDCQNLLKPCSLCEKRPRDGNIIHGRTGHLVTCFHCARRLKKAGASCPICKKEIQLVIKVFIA
# Target sequence (Q00987 whole entry, looked up): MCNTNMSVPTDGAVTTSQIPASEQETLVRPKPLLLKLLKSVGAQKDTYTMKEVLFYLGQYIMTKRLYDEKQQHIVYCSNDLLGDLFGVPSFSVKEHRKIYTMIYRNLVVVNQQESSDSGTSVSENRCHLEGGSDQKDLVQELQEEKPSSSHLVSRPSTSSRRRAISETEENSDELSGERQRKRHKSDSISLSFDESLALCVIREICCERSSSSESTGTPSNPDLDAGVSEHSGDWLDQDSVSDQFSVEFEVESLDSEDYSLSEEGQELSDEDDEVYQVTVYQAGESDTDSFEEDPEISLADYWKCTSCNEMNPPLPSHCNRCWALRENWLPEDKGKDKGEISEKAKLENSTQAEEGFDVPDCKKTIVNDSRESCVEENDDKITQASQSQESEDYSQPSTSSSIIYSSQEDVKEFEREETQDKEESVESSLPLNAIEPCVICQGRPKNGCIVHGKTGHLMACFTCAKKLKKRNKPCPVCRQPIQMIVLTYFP
# XBP1 UPR activ = activators of adaptive XBP1 UPR arm, primary screen, cell-based, CHO-XBP1 luciferase reporter, luminescence, uHTS; AID 463104, 2010; 0.33% of 330,000 active; activation, % at 20 µM; IRE1-XBP1 UPR activation; percent of tunicamycin response, DMSO as zero;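 active = versus positive control, 20 µM dose yields 30% or more activation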;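 also: 100% = tunicamycin at 10 µg/mL and 0% = DMSO only wells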
#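 Material: CHO cell line with stable XBP1 luciferase reporter; buffer or medium: F12 medium containing 10% fetal bovine serum; compound: single point, 20 µM final compound, 1% DMSO; incubation: 6 h treatment, 37 °C; measured by: glow luminescence from Steady-Glo reagent; evaluation: activation, % of tunicamycin; control set: tunicamycin high, DMSO low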
# The depositor's hits bear a star.
1) CCS(=O)(=O)CCSC(=N)N
2) COc1ccc(N2CCN(C(=O)CCCNC(=O)Cn3cnc4sc(C)c(C)c4c3=O)CC2)cc1
3) Cc1nn(Cc2noc(C(=O)NC3CCC(C)CC3)n2)c(C)c1Br (stereo not drawn)
4) CCC1CCC/C1=N\NC(=O)c1ccccc1Cl (stereo not drawn)
5) CCOC(=O)c1cccc(NC(=O)C2CCCN(S(=O)(=O)c3c(C)n[nH]c3C)C2)c1 (stereo not drawn)
6) C[C@H]1COC(=O)[C@H](CC(=O)OC(C)(C)C)C/C=C\C[C@@H](CC(=O)N(CCO)Cc2ccccc2)C(=O)N1
7) Cc1c(NC(=O)COC(=O)Cc2ccc(Br)cc2)c(=O)n(-c2ccccc2)n1C
8) CCOc1c(S(=O)(=O)NC2CC(C)(C)NC(C)(C)C2)ccc(Cl)c1Cl
compound no.	1	2	3	4	5	6	7	8
APJ antagonist	4	2	-7	-1	-5	9	-6	11
tim23-1 inh	10	15	16	17	-4	10	-5	-7
APJ ag	2	-2	-3	-3	-3	-2	-3	0
697 NFkB inh	-10	10	9	11	1	19	-6	16
UPR CHOP act	-0.3	1.6	0.1	0.5	0.4	1.3	1.1	-2.5
Jurkat NFkB inh	-10	3	3	-2	9	6	9	-6
Mdm2-MdmX inh	2	27	13	8	32	3	-1	27
XBP1 UPR activ	-3	0	-3	1	-1	-4	2	1

9) CC(=O)Nc1ccc(C(=O)COC(=O)CCN2C(=O)C3CC=CCC3C2=O)cc1 (stereo not drawn)
10) c1cc(CNc2ccc3c(c2)OCCO3)ccn1
11) CC(=O)c1ccc(NC(=O)CCc2nnc3ccc(N4CCC5(CC4)OCCO5)nn23)cc1
12) CCOc1ccc(S(=O)(=O)N2CCOCC2)cc1NC(=O)CN1C(=O)NC(CC)(c2ccccc2)C1=O (stereo not drawn)
13) CCOc1ccccc1CN1CCN(C2CCN(c3ccccc3F)CC2)CC1CCO (stereo not drawn)
14) C#CCNc1cc(C)nc2ncnn12
15) Cc1ccn2c(c1)nc(=O)c1cc(S(=O)(=O)N3CCOCC3)ccc12
16) CCOC(=O)c1cccc(C2=CC(=O)C[C@H](c3ccc(OC)cc3)C2)c1
compound no.	9	10	11	12	13	14	15	16
APJ antagonist	-9	-5	18	12	16	-8	12	-2
tim23-1 inh	15	4	10	11	7	18	-12	33
APJ ag	2	-3	-4	-4	-3	12	-3	-4
697 NFkB inh	11	0	-11	16	1	-1	-6	-22
UPR CHOP act	0.6	1.2	5.4	-0.2	-0.7	0.1	0.6	-0.3
Jurkat NFkB inh	5	9	-45	5	20	2	-3	-31
Mdm2-MdmX inh	7	19	-21	12	9	7	16	-59
XBP1 UPR activ	-4	-7	1	2	-2	0	-5	-1

17) CSc1nc2ccccc2n1Cc1c(Cl)cccc1Cl
18) COc1ccc(N2CCN(Cc3nc(Cc4cccc(F)c4)no3)C(C)C2)cc1 (stereo not drawn)
19) CCOC(=O)c1c(C)n(C)c2c1cc(OC(C)=O)c1ccccc12
20) Cc1ccc(/C(=N\S(=O)(=O)c2ccc(Br)cc2)Nc2ccccc2C)cc1
21) Cc1ccsc1C(=O)N1CCCC(N2CCN(c3cccc(Cl)c3)CC2)C1 (stereo not drawn)
22) COC(=O)c1sccc1NC(=O)/C=C/c1ccc(Cl)cc1Cl
23) CCN(CC)S(=O)(=O)c1ccc(NS(=O)(=O)c2cccc(C)c2)cc1
24) CCc1nc(SCc2nc3ccccc3[nH]2)c2oc3ccccc3c2n1
compound no.	17	18	19	20	21	22	23	24
APJ antagonist	4	-1	13	8	-1	-16	2	-2
tim23-1 inh	-11	26	6	6	13	-1	4	26
APJ ag	2	0	1	-2	-7	-5	-4	-6
697 NFkB inh	-37	-24	24	4	7	-27	12	6
UPR CHOP act	0.0	-2.3	2.0	-0.6	1.7	0.7	1.2	-1.8
Jurkat NFkB inh	9	-4	-27	6	2	-82	1	2
Mdm2-MdmX inh	32	14	25	-17	6	56*	22	-6
XBP1 UPR activ	0	-4	5	-3	-6	1	0	2

# Six of the entries above in order of the Jurkat NFkB inh value, highest first.
No.	smiles	APJ antagonist	697 NFkB inh	Jurkat NFkB inh	Mdm2-MdmX inh	XBP1 UPR activ
5	CCOC(=O)c1cccc(NC(=O)C2CCCN(S(=O)(=O)c3c(C)n[nH]c3C)C2)c1 (stereo not drawn)	-5	1	9	32	-1
14	C#CCNc1cc(C)nc2ncnn12	-8	-1	2	7	0
4	CCC1CCC/C1=N\NC(=O)c1ccccc1Cl (stereo not drawn)	-1	11	-2	8	1
15	Cc1ccn2c(c1)nc(=O)c1cc(S(=O)(=O)N3CCOCC3)ccc12	12	-6	-3	16	-5
18	COc1ccc(N2CCN(Cc3nc(Cc4cccc(F)c4)no3)C(C)C2)cc1 (stereo not drawn)	-1	-24	-4	14	-4
11	CC(=O)c1ccc(NC(=O)CCc2nnc3ccc(N4CCC5(CC4)OCCO5)nn23)cc1	18	-11	-45	-21	1

# Retrieved by structure from the list above, 3 records:
24) CCc1nc(SCc2nc3ccccc3[nH]2)c2oc3ccccc3c2n1
17) CSc1nc2ccccc2n1Cc1c(Cl)cccc1Cl
18) COc1ccc(N2CCN(Cc3nc(Cc4cccc(F)c4)no3)C(C)C2)cc1 (stereo not drawn)
compound no.	24	17	18
APJ antagonist	-2	4	-1
tim23-1 inh	26	-11	26
APJ ag	-6	2	0
697 NFkB inh	6	-37	-24
UPR CHOP act	-1.8	0.0	-2.3
Jurkat NFkB inh	2	9	-4
Mdm2-MdmX inh	-6	32	14
XBP1 UPR activ	2	0	-4

# (next part)
25) Cc1cccc(-n2ncc3c(Nc4c(C)n(C)n(-c5ccccc5)c4=O)ncnc32)c1
26) Cc1c(C(=O)NC(=S)NCc2cccnc2)cccc1[N+](=O)[O-]
27) COc1cc(C(=O)N2CCN(CCCc3ccccc3)CC2)cc(OC)c1OC
28) Nc1nnc(SCC(=O)NC23CC4CC(CC(C4)C2)C3)s1
29) O=C(NCc1cccs1)C1CCC(CNS(=O)(=O)c2cccc3nsnc23)CC1 (stereo not drawn)
30) COc1ccc(NC(=O)c2cccc(Cn3cc(Br)c([N+](=O)[O-])n3)c2)c(C)c1
31) CC(C)N=C(NC#N)SCc1ccccc1
32) CCOc1ccc(NC(=S)N2CCN(S(=O)(=O)c3ccc(C)cc3)CC2)cc1
compound no.	25	26	27	28	29	30	31	32
APJ antagonist	18	-5	-19	5	-2	9	7	24
tim23-1 inh	11	19	1	7	-1	-5	-11	24
APJ ag	0	-5	-4	3	0	-2	-2	1
697 NFkB inh	6	19	9	11	10	8	9	12
UPR CHOP act	-3.0	-0.4	-2.2	-1.9	-0.7	3.2	0.9	1.2
Jurkat NFkB inh	1	2	-9	-10	7	14	-6	17
Mdm2-MdmX inh	7	-2	8	-1	7	8	23	20
XBP1 UPR activ	-1	1	-3	0	-2	-1	2	-4

33) O=S(=O)(Nc1ccc(-n2cnnn2)cc1)c1cccc(F)c1
34) Cc1ccc(C2N(c3ccc(F)cc3)C(=O)C3CCCN32)cc1 (stereo not drawn)
35) CC(C)=NNc1nc(-c2ccc(N3C(=O)CCC3=O)cc2)cs1
36) CCN(CC)S(=O)(=O)N1CCC(C(=O)NCc2ccco2)CC1
37) CC1CCN(C(=O)CSCC(=O)Nc2nc(-c3cccs3)cs2)CC1
38) CCOC(=O)N1CCC(NC(=O)CCc2ccccc2)CC1
39) CCC(=O)N1CC2(c3ccccc3)CN(C(=O)CC)CC(c3ccccc3)(C1)C2=O
40) COc1ccc(C(=O)NCCc2ccc(Cl)cc2)cc1S(=O)(=O)N1CCCCC1C (stereo not drawn)
compound no.	33	34	35	36	37	38	39	40
APJ antagonist	19	15	-6	-10	-2	21	19	-2
tim23-1 inh	8	-6	14	-1	54*	10	15	34
APJ ag	5	-1	1	-4	0	-2	6	-5
697 NFkB inh	2	10	-11	23	-18	12	-14	2
UPR CHOP act	1.6	1.3	4.1	-0.2	3.0	1.1	1.2	2.1
Jurkat NFkB inh	10	5	-3	-3	2	-4	-6	-6
Mdm2-MdmX inh	-10	-16	10	-12	19	30	-13	44
XBP1 UPR activ	-4	-3	0	0	3	-1	-1	-1

41) CCN(Cc1nc2ccccc2c(=O)[nH]1)C(=O)c1cccc(OCc2c(C)noc2C)c1
42) On1c(-c2ccco2)nc2c1CCc1nonc1-2
43) O=C(Cc1cccs1)N(Cc1cccs1)C1(C(=O)NC2CCCCC2)CCCCC1
44) COc1ccc(C(=O)C(C)OC(=O)c2cccc(S(=O)(=O)Nc3c(C)n(C)n(-c4ccccc4)c3=O)c2)cc1 (stereo not drawn)
45) Cn1cnc([N+](=O)[O-])c1Oc1ccc2ccccc2c1
46) Cc1ccc(N(C(=O)Cn2nnc3ccccc32)C(C(=O)NC2CCCCC2)c2cn(C)nc2C)cc1 (stereo not drawn)
47) CN(CCO)c1nc2c(c(=O)n(Cc3ccc(Cl)cc3)c(=O)n2C)n1C
48) Cc1cc(=O)oc2cc(OCc3ccc(C(=O)OCC(=O)NC4CCS(=O)(=O)C4)cc3)ccc12 (stereo not drawn)
compound no.	41	42	43	44	45	46	47	48
APJ antagonist	26	23	-6	-8	-20	-6	12	1
tim23-1 inh	-8	-1	23	15	16	0	5	-5
APJ ag	1	1	-2	5	-2	1	-1	-3
697 NFkB inh	-30	0	21	8	28	-18	-6	9
UPR CHOP act	0.1	5.1	-1.3	0.1	-1.4	-2.0	1.4	11
Jurkat NFkB inh	4	6	38	6	26	-9	-4	8
Mdm2-MdmX inh	15	4	15	12	16	7	-1	51*
XBP1 UPR activ	-2	0	-2	-2	-1	-1	-1	4

49) CC(C)(c1ccccc1)c1ccc(OCC(O)CNC2CCN(Cc3ccccc3)CC2)cc1 (stereo not drawn)
50) COc1ccc(NC(=O)c2ccco2)cc1NC(=O)c1cc2ccccc2o1
51) CC(C)(C)c1ccc(/C=C/C(=O)N2CCN(c3ncccn3)CC2)cc1
52) CC(C)(C)OC(=O)CC[C@@H](C(=O)N1CCN(C(=O)OC(C)(C)C)CC1)n1cc(C(Cc2ccc(O)cc2)NC(=O)OC(C)(C)C)nn1 (stereo partly drawn)
53) COC(=O)Cc1c(C)c2ccc(OCC(=O)NCc3ccc4c(c3)OCO4)cc2oc1=O
54) Cc1c(C(=O)O)cccc1-n1c(C)cc(/C=N/NC(=O)c2cc3ccccc3o2)c1C
55) COc1ccc(C(=O)Nc2sc(C)c(-c3ccccc3)c2C#N)cc1OC
compound no.	49	50	51	52	53	54	55
APJ antagonist	16	15	-2	10	2	0	12
tim23-1 inh	-89	3	34	17	16	23	16
APJ ag	0	-3	-3	-1	-4	-3	5
697 NFkB inh	-18	5	6	4	3	-4	-18
UPR CHOP act	12	-1.5	-1.3	-0.5	-0.7	-0.6	3.6
Jurkat NFkB inh	6	1	-7	20	10	-5	-7
Mdm2-MdmX inh	99*	21	12	23	6	1	-40
XBP1 UPR activ	53*	4	0	-3	7	-1	6
